# Assay outcomes: PubChem BioAssay, National Center for Advancing Translational Sciences (NCATS)
# KDM5B inh = blocks human KDM5B histone demethylase activity; Q9UGL1; KDM5B demethylase, FDH-coupled NADH fluorescence (FDH is formaldehyde dehydrogenase); Potency, µM (series often up to 57.7 µM), for the others: at the top dose activity change, negative = inhibition, hits mostly inhibitors; hit rate 2.6% among 220,000; AID 1347165; active = well fitted inhibition curve with a large enough effect; inconclusive = small, poorly fitted or top-dose-only effect; inactive = no such curve, though single readings can be large or run the other way; note: 0% is about no effect; nearly all actives have a fitted effect of over 70% in size
# Target sequence (Q9UGL1 whole entry, looked up): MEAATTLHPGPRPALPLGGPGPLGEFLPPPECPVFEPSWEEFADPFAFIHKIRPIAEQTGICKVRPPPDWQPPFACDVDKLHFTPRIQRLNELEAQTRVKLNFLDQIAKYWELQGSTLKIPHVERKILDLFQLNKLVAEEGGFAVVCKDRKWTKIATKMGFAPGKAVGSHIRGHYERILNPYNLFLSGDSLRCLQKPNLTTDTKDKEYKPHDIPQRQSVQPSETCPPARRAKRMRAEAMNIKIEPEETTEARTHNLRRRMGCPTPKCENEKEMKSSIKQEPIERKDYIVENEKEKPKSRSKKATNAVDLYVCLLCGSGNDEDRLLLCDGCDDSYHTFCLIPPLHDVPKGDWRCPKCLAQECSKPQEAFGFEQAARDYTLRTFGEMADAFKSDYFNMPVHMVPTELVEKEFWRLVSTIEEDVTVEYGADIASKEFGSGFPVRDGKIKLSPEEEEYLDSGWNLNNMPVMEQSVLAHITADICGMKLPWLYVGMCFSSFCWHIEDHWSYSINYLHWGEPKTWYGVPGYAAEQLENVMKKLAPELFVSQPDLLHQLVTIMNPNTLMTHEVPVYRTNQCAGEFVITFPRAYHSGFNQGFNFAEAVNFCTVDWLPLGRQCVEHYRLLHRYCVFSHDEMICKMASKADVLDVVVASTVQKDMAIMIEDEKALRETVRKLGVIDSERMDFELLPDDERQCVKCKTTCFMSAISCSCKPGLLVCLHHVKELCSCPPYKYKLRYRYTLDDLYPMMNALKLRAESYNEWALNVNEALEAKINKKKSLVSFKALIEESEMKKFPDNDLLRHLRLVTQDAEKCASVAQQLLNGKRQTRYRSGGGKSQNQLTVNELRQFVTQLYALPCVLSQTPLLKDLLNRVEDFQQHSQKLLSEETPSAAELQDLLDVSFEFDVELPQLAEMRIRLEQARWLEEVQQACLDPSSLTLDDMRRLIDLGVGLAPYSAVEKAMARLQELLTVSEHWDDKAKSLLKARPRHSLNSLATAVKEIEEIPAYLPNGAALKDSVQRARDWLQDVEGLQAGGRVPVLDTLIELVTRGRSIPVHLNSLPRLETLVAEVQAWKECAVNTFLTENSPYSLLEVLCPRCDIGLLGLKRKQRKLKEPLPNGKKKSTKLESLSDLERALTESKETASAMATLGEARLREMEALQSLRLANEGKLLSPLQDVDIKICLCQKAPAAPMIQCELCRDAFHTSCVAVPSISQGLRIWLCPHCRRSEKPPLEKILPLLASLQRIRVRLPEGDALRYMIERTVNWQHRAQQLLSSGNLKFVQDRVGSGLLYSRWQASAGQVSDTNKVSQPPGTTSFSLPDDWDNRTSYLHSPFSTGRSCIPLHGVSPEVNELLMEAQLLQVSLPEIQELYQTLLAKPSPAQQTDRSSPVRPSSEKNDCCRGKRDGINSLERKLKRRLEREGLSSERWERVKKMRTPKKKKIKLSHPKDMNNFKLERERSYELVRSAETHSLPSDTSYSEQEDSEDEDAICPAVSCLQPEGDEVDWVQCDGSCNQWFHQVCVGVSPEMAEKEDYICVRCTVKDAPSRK
#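 Here, H3K4me3 peptide (12.5 µM in substrate mix) is demethylated by KDM5BΔAP, 200 nM final, after 10 min compound exposure. Formaldehyde product is coupled through FDH (0.25 U/mL in mix) to NADH fluorescence; 30-min ΔRFU feeds dose-response curves.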
# * marks the source's active call; other numbers are inactive results; ? = inconclusive; & = joins results of further samples; [ ] = remark or other dose. Potency is the fitted concentration of half-maximal effect.
# A first look:
compound | KDM5B inh
COc1cc2c(cc1OC)C(CNC(=O)c1cccs1)N(C(=O)Nc1ccccc1)CC2 (stereo unspecified) | 7.1%
CN(C)c1cccc(C(=O)N2CCC[C@H]2c2nc(-c3ccc(F)cc3)no2)c1 | 0.0%
Cc1ccc(C(=O)NCC(C)C)c(C)c1 | 8.7%
COc1cccc(C(=O)N2C[C@@H]3CCN(C)C[C@]3(C(=O)O)C2)c1C | -2.9%

# Main list, from the first entry:
compound | KDM5B inh
COc1cc2c(cc1OC)C(CNC(=O)c1cccs1)N(C(=O)Nc1ccccc1)CC2 (stereo unspecified) | 7.1%
CN(C)c1cccc(C(=O)N2CCC[C@H]2c2nc(-c3ccc(F)cc3)no2)c1 | 0.0%
Cc1ccc(C(=O)NCC(C)C)c(C)c1 | 8.7%
COc1cccc(C(=O)N2C[C@@H]3CCN(C)C[C@]3(C(=O)O)C2)c1C | -2.9%
C=CCOC(=O)C1=C(C)N=C2SC=C(CC(=O)N3CCCC3)N2C1c1ccc(F)cc1 (stereo unspecified) | -17.9%
CSc1nsc2nc(=O)c(/C=C3\C(C)=Nc4ccccc43)c(N)n12 | -1.7%
CN(C)CCCNC(=O)CCCNc1nc(Cl)nc2nc[nH]c12 | 5.1%
COc1cc(OC)cc(C(=O)Nc2ccc3nc(N4CCC(C)CC4)cc(C)c3c2)c1 | ?
COCCCNC(=O)c1c(NC(=O)Cc2coc3cc(C)cc(C)c23)sc2c1CCCC2 | 18.8%
COc1ccccc1NC(=O)Cn1c(N2CCN(c3ccccc3)CC2)nc(C)cc1=O | -14.5%
CN(C(=O)CN1CCOCC1)C1CCc2nn(C)c(=O)n2CC1 (stereo unspecified) | -7.8%
O=C1CCN(S(=O)(=O)c2ccccc2)CCCN(S(=O)(=O)c2cccc(F)c2)CCN1 | -23.9%
Clc1cccc(CN2CC[C@H](c3nc4ccccc4o3)C2)c1 | ?
COc1ccccc1N1CCN(S(=O)(=O)c2cc(C(F)(F)F)cc(C(F)(F)F)c2)CC1 | 13.0%
CCCCNC(=O)CC1CCN(c2ccnc(NCC)n2)CC1 | -24.5%
COc1ccc(CN2CCC(N3Cc4ccccc4C3=O)CC2)cc1 | 4.8%[149 µM]
CN(C(=O)Cn1c(=O)n(C)c(=O)c2sccc21)c1ccccc1 | -13.8%
COc1ccc(C(=O)/C(=C/c2ccc(C)cc2C)c2nc3ccccc3[nH]2)cc1 | -12.3%
CC(=O)N1CCN(C(C(=O)O)c2c[nH]c3ccc(Br)cc23)CC1 (stereo unspecified) | -4.7%
COc1ccccc1NC(=O)C1CC(=O)N(Cc2ccccn2)c2nc3ccccc3n21 (stereo unspecified) | 9.9%
CCC[C@@H]1CN(S(=O)(=O)c2ccc(OC(F)F)cc2)C[C@H]1N(C)C | -19.0%
COc1ccc(OC)c(NC(=O)c2nc(SCc3ccc(F)cc3)ncc2Cl)c1 | 3.4%
CN(CCc1ccccn1)c1cc(C2CC(O)C2)ncn1 (stereo unspecified) | 0.5%
O=C(Nc1nc2ccccc2s1)c1noc2c1CSc1ccccc1-2 | -5.7%
CC1(C)CC(=O)c2c(nc3cc(Cl)ccc3c2N)C1 | -14.1%

compound | KDM5B inh
CCOc1cc(=O)n2c(c1C(=O)Nc1cccc(C#N)c1)CCCC2 | 15.1%
COc1ccc(NC(=O)Cn2cc(C(=O)c3ccccc3OC)c(=O)c3ccc(C)nc32)cc1OC | -7.9%
Cc1cc(C)c2[nH]c(=S)cc(C)c2c1 | -4.6%
Cn1ccnc1C(=O)N1C[C@@H](COCC2CC2)[C@H](c2ccccn2)C1 | 4.7%
Nc1c(-c2nc(-c3ccccc3)no2)nnn1CC(=O)Nc1ccccc1 | 9.5%
CCc1cccc(NC(=O)Cn2c(C(=O)OC)cc3occc32)c1 | -24.2%
CCCCc1c(C)nc(Nc2nc(C)c3cc(OC)ccc3n2)[nH]c1=O | 9.8%
COc1ccc2nc(/C=C/c3cccc(F)c3)sc2c1 | ?
CCOc1ccc(N2C(=O)CC(N(CCc3ccc(S(N)(=O)=O)cc3)C(C)=O)C2=O)cc1 (stereo unspecified) | 11.2%
CC(C)CC(=O)C(C#N)C(=O)NCc1ccccc1 (stereo unspecified) | 14.8%
O=C(c1nnc(COc2ccc(F)c(F)c2)n1-c1ccccc1)N1CCC[C@@H]1c1cccc(F)c1 | 12.1%
CCOCCN1C(=O)COC[C@@H]1[C@H](O)c1ccc(NC(=O)c2ccco2)cc1 | -9.5%[86.2 µM]
COc1cc(NC2c3ccccc3C(=O)N2Cc2ccccc2Cl)cc(OC)c1OC (stereo unspecified) | -14.0%&29.6%
CCCS(=O)(=O)N1CCC(c2noc(-c3ccncc3)n2)C1 (stereo unspecified) | -15.1%
CC1=CCC2C(C)(C)CCCC2(C)C1CC/C(C)=C/CC/C(C)=N/O (stereo unspecified) | 31.7%[activator]
CN(Cc1ccccc1F)C(=O)COc1ccc(C(=O)c2ccccc2)cc1 | 21.0%
O=C(Nc1ccc2c(c1)OCCO2)c1cccnc1Oc1ccc(Cl)cc1 | -12.3%
CCOc1ccc(CC(=O)N2CCC(Oc3ncccc3C(=O)N3CCCCC3)C2)cc1 (stereo unspecified) | -14.5%
NCCc1cccc(CN2CCCC(CO)(CC3CC3)C2)c1 (stereo unspecified) | 1.1%
CCC(=O)N1CC(n2cc(C(=O)NCC3CC3)nn2)C1 | -3.0%
CC(NC(=O)C12CC3CC(CC(C3)C1)C2)C(=O)NC(C)(C)CO (stereo unspecified) | -15.7%
Fc1cccc(CSC2=NCCS2)c1 | 17.9%
CCc1n[nH]c(CC2CCN(C(=O)c3ccc(OC)c(OC)c3)CC2)n1 | -37.0%
CC1CCN(CC2CCCN2)CC1 (stereo unspecified) | 10.1%
COCCN(CCOC)C(=O)c1cc2ccccc2c(OC)n1 | -4.1%

compound | KDM5B inh
COCC1CN(C2CCC2)CC12CCN(C(=O)C1(c3ccccc3)CC1)CC2 (stereo unspecified) | -16.9%
Cc1ccc(Cl)cc1N1CCN(C(=O)c2ccc3c(Cl)c4c(nc3c2)CCCC4)CC1 | -24.6%
CC(=O)c1ccc(NC(=O)N2C[C@@H]3C[C@H](C2)c2ccc(NC(=O)Nc4cccc(F)c4)c(=O)n2C3)cc1 | ?
COc1ccc2[nH]c3c(c2c1)CCNC31CCN(Cc2ccc(C)o2)CC1 | 20µM*
CC(C)C1=NOC2(CCN(Cc3ccc(F)cc3)C2)C1 (stereo unspecified) | -8.4%[149 µM]
NC(=O)c1cc(S(=O)(=O)NCC2CCN(Cc3ccccc3F)CC2)cs1 | -28.8%
COc1ccc2c(c1)cc(CNc1ccc(OC)c(OC)c1)c(=O)n2CC(=O)Nc1ccc(F)cc1 | ?
CN(CC1CCCN(CCc2cccc(C(F)(F)F)c2)C1)C(=O)c1ccc2[nH]ccc2c1 (stereo unspecified) | -4.8%
Cc1cc(C)cc(NC(=O)CN2CCC(NC(=O)c3cccc(F)c3)CC2)c1 | 14.4%
COc1ccc(NC(=O)N2CCCC2c2nncn2C2CCCC2)c(OC)c1 (stereo unspecified) | -16.1%
COc1ccc(NC(=O)c2cc(=O)c3ccc(C)c(C)c3o2)cc1Cl | 8.6%[11.5 µM]
O=C(c1cccc2[nH]ccc12)N1CCC(N2C(=O)C(OCC3CC3)C23CCOCC3)CC1 (stereo unspecified) | ?
O=C(Cn1nc2n(c1=O)CCCC2)NCc1ccccc1Cl | 18.9%
CC(C)Cc1nc(N2CCN(C(=O)C(=O)NCCCO)CC2)c(C#N)c2c1CCCC2 | ?
COc1ccc(-c2c3c(=O)n(C)c(=O)n(C)c3cn2-c2cccc(C)c2)cc1 | ?
O=C(c1ccc(Cl)cc1)N1CC2(CCCN(Cc3cccnc3)C2)Cc2ccccc21 (stereo unspecified) | 10.1%[115 µM]
Cc1ccc(C)c(Cn2nnc3c(=O)[nH]c(C4CCCN(C(=O)c5cccs5)C4)nc32)c1 (stereo unspecified) | 17.9%
C[C@H](C(=O)N1CCSCC1)C1CC[C@@]2(C)Cc3sc(Nc4c(Cl)cccc4Cl)nc3[C@@H](C)[C@@H]2[C@H]1O (stereo partly specified) | 6.4%
CCOc1cccc(C(=O)N(Cc2ccc(C(C)C)cc2)C2CCS(=O)(=O)C2)c1 (stereo unspecified) | -2.0%
Cc1ccc(OCC(=O)NCc2c(C)ncc3c2CCNC3)cc1C | ?
O=c1cc(-c2ccc(F)cc2)nc(SCc2nc(-c3ccc(Cl)cc3)no2)[nH]1 | -31.9%
CCCOC(=O)c1ccc(Nc2nc3ccccc3nc2NS(=O)(=O)c2ccc(F)cc2)cc1 | -104.8%
O=C(Cn1c(=O)n(Cc2nc(-c3ccccc3)no2)c(=O)c2ccccc21)Nc1cccc(C(F)(F)F)c1 | 21.4%
NC(=O)[C@H](CC1CCCCC1)NC(=O)[C@H]1CN(C(=O)C2CCNCC2)CCN1C(=O)NC1CCCCC1 | -6.3%
O=C(CSc1ncc(-c2ccccc2)[nH]1)Nc1ccc(Cl)cc1 | ?

# An excerpt from above in order of count of non-hydrogen atoms, ascending:
compound | KDM5B inh
O=C(CSc1ncc(-c2ccccc2)[nH]1)Nc1ccc(Cl)cc1 | ?
COc1ccc2[nH]c3c(c2c1)CCNC31CCN(Cc2ccc(C)o2)CC1 | 20µM*
COc1ccc(NC(=O)N2CCCC2c2nncn2C2CCCC2)c(OC)c1 (stereo unspecified) | -16.1%
Cc1ccc(Cl)cc1N1CCN(C(=O)c2ccc3c(Cl)c4c(nc3c2)CCCC4)CC1 | -24.6%
CC(=O)c1ccc(NC(=O)N2C[C@@H]3C[C@H](C2)c2ccc(NC(=O)Nc4cccc(F)c4)c(=O)n2C3)cc1 | ?

# The results go on:
compound | KDM5B inh
COc1ccc(-n2cnc3sccc3c2=O)cc1 | 41.9%
c1csc(-c2nc(N3CCCC3)c3ccccc3n2)c1 | 4.1%
O=C(O)COc1ccc(NC(=O)c2ccc3c(c2)C(=O)N(Cc2ccccc2)C3=O)cc1 | 20.5%
CCC1=NN2C(=N)/C(=C/c3cc(C)n(Cc4ccccc4)c3C)C(=O)N=C2S1 | ?
O=C(C1=C(O)C(=O)N(c2nncs2)C1c1ccccc1)c1cccs1 (stereo unspecified) | ?
S=c1nc[nH]c2c1ncn2C1CCCO1 (stereo unspecified) | -7.2%
COc1ccc(NC(=O)Cc2c(C)c3c(O)cc(C)cc3oc2=O)cc1OC | -5.4%
COc1ccc([S+](=O)([O-])c2nnn3c2nc(N2CCC(F)CC2)c2ccccc23)cc1 | 79.4µM*
Cc1ccn2cc(CNS(=O)(=O)c3cccs3)nc2c1 | 24.9%
COc1ccccc1C(=O)N1CCCC2(CNc3ccccc3[S+](=O)([O-])N2)C1 (stereo unspecified) | -6.7%
CCC1Oc2ccc(NC(=O)c3ccc([N+](=O)[O-])cc3)cc2CN(C(C)CC)C1=O (stereo unspecified) | -22.5%
O=C(N1c2ccccc2CC1c1noc(C2CCOCC2)n1)C1(c2ccccc2)CC1 (stereo unspecified) | -1.3%
Cc1nc(-c2ccccn2)nc(SCC(=O)N2CCOCC2)c1Cl | ?
COc1cc(OC)c(NC(=O)C2CCN(S(=O)(=O)c3c(C)noc3/C=C/c3c(C)cc(C)cc3C)CC2)cc1Cl | -2.6%
CC1=C(C)CC(C(=O)N2CCN(CCc3ccccc3)CC2)C(C(=O)O)C1 (stereo unspecified) | 8.6%
Cc1cnc(C(=O)N[C@@H]2CCC[C@@H]2C(=O)NCc2c(C)n[nH]c2C)cn1 | 10.2%
O=C(/C=C/c1ccc(COc2ccc(F)cc2F)o1)c1cccc([N+](=O)[O-])c1 | ?
O=C(N/C(=C\c1ccc(Br)cc1)C(=O)N1CCOCC1)c1ccccc1Cl | 5.6%
Cc1cc(C(=O)N2CCCC3(COc4ccccc4S(=O)(=O)N3)C2)no1 (stereo unspecified) | 7.0%[115 µM]
COC(=O)[C@H](CC(C)C)NC(=O)Nc1ccc2c(c1)OCCO2 | -4.8%
O=C(Cc1c(Cl)cccc1Cl)OCc1cccc([N+](=O)[O-])c1 | 8.8%
CN(Cc1ccc(F)cc1F)C(=O)COc1ccc2ccc(=O)oc2c1 | ?
COc1cccc(OC)c1C(=O)Nc1ccc2c(c1)CCCN2S(=O)(=O)c1ccc(C)cc1 | ?
COCc1nnc(NC(=O)CCn2ccc3ccc(F)cc32)s1 | -12.6%
Cn1c(SCCC(=O)Nc2sccc2C#N)nnc1-c1ccccc1F | 18.9%

compound | KDM5B inh
CC(C)CCn1c2ccccc2c2cc(CC(N)=O)ccc21 | -6.7%
O=C(NCCCNC(=O)C1CCCCC1)C1CCCCC1 | 16.4%
COc1cc2c(cc1NC(=O)COc1cc(C)cc(C)c1)oc1ccccc12 | -1.8%
CC(C)NC(=O)C1Cn2cccc2C(=O)N1C (stereo unspecified) | 13.2%
O=C(CN1CC2CC(C1)[C@H]1CCCC(=O)N1C2)NCCc1ccccc1 (stereo partly specified) | 16.1%
O=C(Nc1ccccc1)Nc1nnc(-c2ccc(Cl)c(Cl)c2)s1 | 14.5%
CN1CCN(c2nc3c(c(=O)[nH]2)CCN(Cc2ccc(Br)o2)CC3)CC1 | -8.9%
Cc1ccc(C(=O)/C=C/c2ccc(-c3ccccc3Br)o2)cc1 | ?
Cc1ccc(-c2nc(C(=O)NCc3ccccc3F)no2)cc1 | -1.7%
CSCc1ccc(C(=O)Nc2ccc3c(c2)NC(=O)CS3)cc1 | -8.0%
O=C(N[C@@H]1COCC[C@@H]1OCc1ccccc1)c1n[nH]c2c1COCC2 | 16.6%
O=C(Cc1ccccc1)Nc1ncccc1Cl | 3.5%
COC(=O)[C@@H]1Cc2ncn(Cc3ccc(Cl)cc3)c2CN1S(=O)(=O)c1cccc2c(N(C)C)cccc12 | ?

# A portion of the library; the hit share may differ from the screen's.
